# High-throughput results deposited in PubChem BioAssay by several laboratories.
# BoNT-F LC inh: inhibitors of Botulinum neurotoxin F light chain protease; Multiplex microsphere protease cleavage assay, flow cytometry; AID 588497; actives 0.22% (n = 360,000); inhibition, % at 10 µM; in the data active means inhibition above about 35%, passing the limit was not always enough; inconclusive means no clear call, values can overlap the other calls; further: plate controls were buffer without enzyme for full effect and enzyme alone for no effect
# Rv3671c protease: inhibitors of M. tuberculosis serine protease Rv3671c. P9WHR9. inhibition, % at 5.96 µM. actives 0.048% (n = 320,000). AID 2606; in the data active means inhibition above about 38%;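 further: extracellular domain of Rv3671c used as enzyme; 0% = enzyme with DMSO and 100% = no enzyme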
# SARS 3CLpro inh: SARS-CoV 3CLpro protease inhibition. P0C6X7. recombinant SARS-CoV 3CLpro, quenched FRET peptide cleavage. inhibition, % at 6 µM. actives 0.14% (n = 290,000). AID 1706; in the data active means inhibition above about 12%
# PrPC TRFRET: cell surface PrPC inhibition, primary TR-FRET screen. actives 0.43% (n = 370,000). P04156. AID 720596. TR-FRET read-out. inhibition, % at 13.8 µM; in the data active means inhibition above about 24%; further: 0% = median of the test wells and 100% = reference compound wells
# PriA SSB inh: blocks PriA binding to SSB C-terminal tail. actives 0.6% (n = 430,000). AlphaScreen SSBct-PriA binding, biotinylated peptide. inhibition, % at 33 µM; in the data active means inhibition mostly above about 37%, no sharp cut-off; inactive means mostly below about 20%;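 further: plate controls were negative control peptide for no effect and reference peptide for full effect; strong numbers were not always called active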
# VHR inh abs: inhibitors of human VHR1 phosphatase (DUSP3) | recombinant VHR phosphatase, pNPP absorbance | actives 0.52% (n = 290,000) | P51452 | inhibition, % at 13.3 µM; in the data active means inhibition above about 50%; further: some compounds called inactive have numbers as strong as hits
# Target sequence (P51452 whole entry, looked up): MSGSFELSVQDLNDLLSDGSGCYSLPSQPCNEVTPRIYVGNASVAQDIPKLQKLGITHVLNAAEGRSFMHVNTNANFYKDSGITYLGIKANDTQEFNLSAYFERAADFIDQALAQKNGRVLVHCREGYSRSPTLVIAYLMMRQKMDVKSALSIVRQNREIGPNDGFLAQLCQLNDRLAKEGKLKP
# Anthrax LF inh2: inhibitors of Bacillus anthracis lethal factor protease. inhibition, % at 10 µM. actives 0.12% (n = 360,000). P15917. multiplex microsphere protease cleavage assay, LF. AID 588501; further: plate controls were buffer without enzyme for full effect and enzyme alone for no effect
# Target sequence (P15917 whole entry, looked up): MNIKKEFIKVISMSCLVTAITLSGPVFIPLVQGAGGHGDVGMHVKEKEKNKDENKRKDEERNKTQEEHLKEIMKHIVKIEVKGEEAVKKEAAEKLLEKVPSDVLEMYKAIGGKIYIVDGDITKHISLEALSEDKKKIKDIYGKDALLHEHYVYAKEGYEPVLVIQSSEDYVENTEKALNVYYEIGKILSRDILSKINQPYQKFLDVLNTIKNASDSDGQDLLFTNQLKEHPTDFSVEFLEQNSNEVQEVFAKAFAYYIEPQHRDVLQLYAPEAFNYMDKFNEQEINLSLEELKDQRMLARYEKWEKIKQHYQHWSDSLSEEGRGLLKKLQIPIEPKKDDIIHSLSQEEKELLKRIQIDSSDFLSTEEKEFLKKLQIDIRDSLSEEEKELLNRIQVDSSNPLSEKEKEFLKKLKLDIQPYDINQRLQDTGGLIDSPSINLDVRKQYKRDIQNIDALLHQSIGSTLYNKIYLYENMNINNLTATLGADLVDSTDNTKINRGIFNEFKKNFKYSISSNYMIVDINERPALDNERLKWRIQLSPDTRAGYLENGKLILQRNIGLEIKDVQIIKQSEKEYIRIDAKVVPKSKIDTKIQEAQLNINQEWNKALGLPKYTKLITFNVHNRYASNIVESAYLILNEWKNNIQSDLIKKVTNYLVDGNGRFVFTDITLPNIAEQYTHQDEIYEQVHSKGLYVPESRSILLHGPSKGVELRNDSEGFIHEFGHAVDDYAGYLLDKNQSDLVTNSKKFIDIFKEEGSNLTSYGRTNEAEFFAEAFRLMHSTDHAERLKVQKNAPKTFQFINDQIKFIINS
# MazF activator: increases E. coli MazEF RNase cleavage of RNA. FAM/BHQ RNA-DNA oligo cleavage fluorescence, 5 h. activation, % at 20 µM. actives 0.32% (n = 350,000). AID 504720; in the data active means activation above about 50%
# CCHF vOTU inh: blocks the CCHF virus ovarian tumor domain protease; CCHFV vOTU protease, Pep-AMC fluorescence; inhibition, % at 11.5 µM; actives 0.55% (n = 370,000); AID 651958; in the data active means inhibition above about 30%; further: 0% = vehicle wells with enzyme and 100% = no enzyme wells
# BoNT-A LC inh2: inhibitors of Botulinum neurotoxin A light chain protease | AID 588499 | multiplex microsphere protease substrate cleavage, flow cytometry | actives 0.17% (n = 360,000) | inhibition, % at 10 µM; further: plate controls were buffer without enzyme for full effect and enzyme alone for no effect
# Active calls of the source: *; i = inactive; ? = inconclusive; . = no result given. Unless noted, no stated cut-off is given here; in the data, active means inhibition above about 30%; inconclusive means no clear call, values can overlap the other calls; inactive means below that. A portion of the library, so the mix of outcomes need not match the whole.
SMILES,BoNT-F LC inh,Rv3671c protease,SARS 3CLpro inh,PrPC TRFRET,PriA SSB inh,VHR inh abs,Anthrax LF inh2,MazF activator,CCHF vOTU inh,BoNT-A LC inh2
CC(C(=O)Nc1ccc(O)c(C(=O)O)c1)N1C(=O)/C(=C/c2cccs2)SC1=S (centres undefined),-1,-7,7,2,22,1,3,3,21,2.0
CC(O)(CS(=O)(=O)Cc1ccccc1)c1ccccc1 (centres undefined),14,-4,-2,-4,8,-7,-1,3,-13,0.9
O=C(c1cccc(-n2cccc2)c1)N1CCN(S(=O)(=O)c2ccccc2)CC1,0,-5,.,-4,-2,.,1,.,11,-0.6
CC(C)N(C)CCOC(=O)C1COc2ccccc2O1 (centres undefined),2,-1,-6,1,1,8,-5,-8,-14,0.3
CC(C)[C@H]1C(=O)Nc2ccccc2N1C(=O)N[C@@H](Cc1ccccc1)C(=O)N[C@@H](C(=O)O)c1ccccc1,-21,-18,0,-5,-4,-12,6,3,9,-0.6
N=C1c2ccccc2CN1NC(=O)COc1ccc(Cl)cc1,-4,6,1,-1,-14,19,-11,2,-14,-0.4
COc1ccc(/C=C2\CCc3ccccc3C2=O)cc1Cn1nc(C)cc1C,-9,-14,-2,6,-9,24,-1,0,17,0.1
COc1cccc(CNc2nc3cc(-c4ccc(C(=O)N5CCN(C)CC5)cc4)sc3c(=O)n2C)c1,-5,.,.,-30,.,.,8,.,1,1.3
CN(C(=O)c1ccc(NC(=O)Cc2ccc(NC(=O)C3CCN(C(=O)C4CCC4)CC3)cc2)cc1)C1CCCC1,-1,.,.,6,-12,.,-2,6,2,0.0
Cc1ccc(S(=O)(=O)/N=C2\C=C(NS(=O)(=O)c3ccc(C)cc3)C(=O)c3ccccc32)cc1,-3,.,.,4,.,.,-4,6,78*,-0.7
Cc1ccc(CNC(=O)c2ccc(NC(=O)C3=CSCCO3)cc2)cc1,-1,-10,1,-11,-9,10,-4,9,16,0.8
COCC(=O)n1cc(C(=O)OC)c2ccccc21,?,0,-8,1,-6,22,-4,-2,12,0.6
N#CCCN1CCCc2cc(N=Nc3ccc(C(F)(F)F)cc3)ccc21,?,6,3,9,45*,5,-3,3,9,-3.8
O=S(=O)(c1ccc(NC(=S)NCc2ccncc2)cc1)N1CCCCC1,?,4,2,3,-5,10,20,-2,10,-2.0
CN1CCN(c2ccc(C(N)=O)cc2N)CC1,-13,1,-5,-6,-5,15,-2,6,-1,0.3
COc1ccccc1-n1cnnc1SC(C)C(=O)Nc1ccc(NC(C)=O)cc1 (centres undefined),3,-2,8,-1,-2,20,-6,9,-3,1.1
O=C(COC(=O)C1CC2CCCC(C1)C2=O)NNC(=O)c1ccc([N+](=O)[O-])cc1 (centres undefined),4,9,.,-25,-17,.,4,4,-5,-4.7
CC(/C=N/n1c(-c2n[nH]c3c2CCC3)n[nH]c1=S)=C\c1ccco1,.,0,6,-10,.,21,.,3,10,.
O=C(CN1C(=O)c2cccc3cccc1c23)NC1CCCC1,-7,4,4,-8,0,3,-6,-50,-12,-2.1
Cc1ccc(C)c(N2CCN(S(=O)(=O)c3c(C)noc3/C=C/N(C)C)CC2)c1,-34,-15,0,7,2,-1,-9,2,10,-3.2

# Entries of single compounds as entered above. Values in the order: BoNT-F LC inh | Rv3671c protease | SARS 3CLpro inh | PrPC TRFRET | PriA SSB inh | VHR inh abs | Anthrax LF inh2 | MazF activator | CCHF vOTU inh | BoNT-A LC inh2
# `Cc1ccc(C)c(N2CCN(S(=O)(=O)c3c(C)noc3/C=C/N(C)C)CC2)c1` in the list: -34 | -15 | 0 | 7 | 2 | -1 | -9 | 2 | 10 | -3.2
# `CN(C(=O)c1ccc(NC(=O)Cc2ccc(NC(=O)C3CCN(C(=O)C4CCC4)CC3)cc2)cc1)C1CCCC1` in the list: -1 | . | . | 6 | -12 | . | -2 | 6 | 2 | 0.0
# `COc1cccc(CNc2nc3cc(-c4ccc(C(=O)N5CCN(C)CC5)cc4)sc3c(=O)n2C)c1` in the list: -5 | . | . | -30 | . | . | 8 | . | 1 | 1.3

# The list continues.
SMILES,BoNT-F LC inh,Rv3671c protease,SARS 3CLpro inh,PrPC TRFRET,PriA SSB inh,VHR inh abs,Anthrax LF inh2,MazF activator,CCHF vOTU inh,BoNT-A LC inh2
O=C(Nc1cccc(S(=O)(=O)NC2=NCCCCC2)c1)c1cccnc1Cl,-6,2,6,9,-2,27,-6,6,-12,-0.4
Cc1ccc(SCC(=O)NN=C2CCN(C)CC2)cc1,-5,4,8,-4,7,24,-2,0,1,0.4
C=CCN(C(=O)CCS(=O)(=O)c1cccc2nsnc12)c1ccccc1,-3,1,-2,-41,-12,4,-1,9,10,-0.4
Cc1ccccc1S(=O)(=O)N1[C@@H](c2ccc(F)cc2)C(C(=O)O)=CC[C@H]1c1ccc(Cl)cc1,1,-2,.,13,-2,.,11,-7,18,-0.5
O=C(Nc1nccs1)c1ccc[nH]c1=O,?,-7,0,4,-11,-8,2,7,11,-2.4
CCCn1c(SCC(=O)N2CCc3ccccc32)n[nH]c1=O,0,0,.,0,-11,.,-3,6,12,0.5
CC1(C(=O)NS(=O)(=O)C2CC2)CCN(C(=O)c2cc(F)cc(F)c2)C1 (centres undefined),3,.,.,-3,.,.,-1,.,-7,0.0
CCc1cc(=O)oc2cc(C)cc(OCC(=O)NC3CCN(Cc4ccccc4)CC3)c12,3,-4,2,1,-6,4,-2,11,-2,0.6
COc1ccc(CCN(C)S(=O)(=O)c2ccc(Cl)nc2)cc1OC,-3,-14,-3,4,-5,22,4,3,1,-0.5
CC[C@@]1(C(=O)OC)N[C@H](CN(C)S(=O)(=O)c2ccccc2)[C@@H]2C(=O)N(Cc3ccccc3)C(=O)[C@@H]21,-5,1,.,0,-9,.,-1,3,-6,-0.4
CCCC(=O)NCn1nnc(-c2ccc(Cl)cc2)n1,-2,.,2,0,-19,26,-4,3,1,-0.5
NC(=O)C1CCCN(C(=O)CCCNC(=O)c2ccc(Cl)cc2)C1 (centres undefined),5,-4,-3,0,2,-4,0,-3,4,0.2
COc1cc2[nH]c(=S)n(C3CCCC3)c(=O)c2cc1OC,-1,-6,5,-1,-17,4,-1,8,6,-1.4
O=C(OCC(=O)N1CCOCC1)c1ccccc1O,2,0,-4,-5,-7,21,1,-2,3,0.2
COc1cccc(CNC(=O)c2ccc(Cl)c(NC3=NC4CS(=O)(=O)CC4S3)c2)c1 (centres undefined),-7,-4,0,3,-4,19,-2,9,3,-1.8
CC(=NC(C)c1ccccc1)c1c(O)[nH]c(=O)[nH]c1=O (centres undefined),-1,-3,1,11,-19,-19,0,5,-1,0.2
O=C(COC(=O)c1ccc2c(c1Cl)C(=O)c1ccccc1C2=O)NC1CCCCC1,-2,4,1,1,1,5,-1,-4,9,0.9
CCn1c(=O)c2c(nc(SCC(=O)NCC3CCCO3)n2C)n(C)c1=O (centres undefined),4,13,-2,7,-7,10,-2,3,-11,0.1
COc1ccccc1NC(=O)c1ccccc1-c1ccccc1C(=O)O,-15,-11,-6,-4,3,11,0,5,0,-0.4
C=CCn1c(SCCNC(C)=O)nc2cc(-c3ccccc3)sc2c1=O,5,10,5,-13,-15,21,-4,-15,3,2.0

# The final seven compounds of the section above come first, to join the parts.
SMILES,BoNT-F LC inh,Rv3671c protease,SARS 3CLpro inh,PrPC TRFRET,PriA SSB inh,VHR inh abs,Anthrax LF inh2,MazF activator,CCHF vOTU inh,BoNT-A LC inh2
O=C(OCC(=O)N1CCOCC1)c1ccccc1O,2,0,-4,-5,-7,21,1,-2,3,0.2
COc1cccc(CNC(=O)c2ccc(Cl)c(NC3=NC4CS(=O)(=O)CC4S3)c2)c1 (centres undefined),-7,-4,0,3,-4,19,-2,9,3,-1.8
CC(=NC(C)c1ccccc1)c1c(O)[nH]c(=O)[nH]c1=O (centres undefined),-1,-3,1,11,-19,-19,0,5,-1,0.2
O=C(COC(=O)c1ccc2c(c1Cl)C(=O)c1ccccc1C2=O)NC1CCCCC1,-2,4,1,1,1,5,-1,-4,9,0.9
CCn1c(=O)c2c(nc(SCC(=O)NCC3CCCO3)n2C)n(C)c1=O (centres undefined),4,13,-2,7,-7,10,-2,3,-11,0.1
COc1ccccc1NC(=O)c1ccccc1-c1ccccc1C(=O)O,-15,-11,-6,-4,3,11,0,5,0,-0.4
C=CCn1c(SCCNC(C)=O)nc2cc(-c3ccccc3)sc2c1=O,5,10,5,-13,-15,21,-4,-15,3,2.0
CC1(C)CC(=O)C(N=Nc2ccc(F)cc2)=C(O)C1,-5,-2,4,4,1,3,1,-11,3,0.3
CCCCCCCn1c(=N)n(CC(=O)c2ccco2)c2ccccc21,i,-1,-3,3,-4,11,72*,24,6,8.4
Cc1cc(Cl)c(OCCN2C(=O)NC(C)(C)C2=O)c(Br)c1,-1,-7,4,-3,5,6,-2,-1,4,0.1
O=C(C1CCCCC1)N1CCc2ccccc21,0,3,1,2,-25,25,-4,-14,2,0.1
CC(Sc1nnc(-c2ccncc2)n1-c1ccc(F)cc1)C(=O)NC1CC1 (centres undefined),-5,-7,.,-8,-6,.,4,5,0,-0.1
CCOc1ccc(C(=O)Nc2c3c(nn2-c2ccc(C)cc2)CS(=O)C3)cc1OCC (centres undefined),-1,-2,-5,5,-15,36,-3,2,11,-0.1
CCOC(=O)c1nn(-c2ccc(C)cc2)c(=O)cc1OCC(=O)Nc1cccc(C)c1,43*,5,.,5,-16,.,0,-6,-3,10
COc1ccc(NC(=O)CS(=O)c2ccc(Cl)c(Cl)c2)cc1 (centres undefined),-1,0,5,4,-15,24,1,1,3,1.3
O=C(Cc1ccc2c(c1)OCCO2)Nc1cccc(S(=O)(=O)N2CCOCC2)c1,-1,1,.,11,-10,.,-2,9,5,-0.4
O=C(Nc1cc([N+](=O)[O-])ccc1N1CCOCC1)c1cccs1,-4,5,-6,-5,-10,22,3,0,5,0.0
CS(=O)(=O)N1CCN(c2ccccc2NC(=O)CSc2nnc(-c3ccco3)o2)CC1,1,-3,5,-4,-6,-20,1,2,-6,-0.7
O=C(CNC(=O)c1ccc(F)cc1)N/N=C/c1cc(Br)ccc1OC(=O)/C=C/c1ccco1,1,18,3,-4,i,19,-1,-39,-7,-0.5
CCn1nnnc1SCC(=O)N1c2ccccc2CCc2ccccc21,-16,1,4,3,-8,3,-2,1,8,-0.5
CCOC(=O)C1=C(C)N=C2SC(C)C(=O)N2C1c1ccccc1 (centres undefined),2,8,-3,8,5,14,5,-9,0,-0.5
CCOC(=O)Cn1c(CN2CCOCC2)nc2c1c(=O)[nH]c(=O)n2C,-8,-2,-1,-4,-7,-1,-4,10,6,-0.1
Cc1c(C)c2c(OCC(=O)NCC(O)c3ccccc3)cc3c(c2oc1=O)CCC(C)(C)O3 (centres undefined),-10,-5,0,5,5,9,3,4,5,-0.4
